High-throughput results from PubChem BioAssay.
FLuc modulator = qHTS profiling assay for firefly luciferase inhibitor/activator using purifed enzyme and Km concentrations of substrates (counterscreen for miR-21 project). purified FLuc, Km substrates, luminescence inhibition. Potency, µM (titrated, usually from 57.5 µM), without a hit: at the highest dose activity change, negative = inhibition, most hits filed as inhibitors. 360,000 tested, 6.9% active. AID 588342, 2011;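 further: plate controls were vehicle for no effect and reference inhibitor for full effect; nearly all actives have a fitted effect of over 55% in size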
Target sequence (P08659 whole entry, looked up): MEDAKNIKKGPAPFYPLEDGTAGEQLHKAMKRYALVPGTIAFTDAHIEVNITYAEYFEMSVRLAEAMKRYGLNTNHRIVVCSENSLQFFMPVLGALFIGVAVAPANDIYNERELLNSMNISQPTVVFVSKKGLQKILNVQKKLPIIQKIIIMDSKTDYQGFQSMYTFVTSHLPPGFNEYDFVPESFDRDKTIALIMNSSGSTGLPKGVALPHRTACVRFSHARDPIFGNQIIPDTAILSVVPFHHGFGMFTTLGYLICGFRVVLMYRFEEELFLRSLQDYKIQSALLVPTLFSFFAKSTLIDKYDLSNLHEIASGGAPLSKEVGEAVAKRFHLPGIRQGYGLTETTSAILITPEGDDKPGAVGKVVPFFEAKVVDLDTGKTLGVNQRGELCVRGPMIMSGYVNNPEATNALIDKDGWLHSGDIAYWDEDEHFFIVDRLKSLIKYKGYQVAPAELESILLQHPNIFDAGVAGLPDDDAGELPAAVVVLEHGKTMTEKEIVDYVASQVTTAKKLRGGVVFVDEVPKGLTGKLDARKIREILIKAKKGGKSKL
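Purified P. pyralis luciferase, 10 nM final, with Km-level 10 uM D-luciferin and 10 uM ATP in 50 mM Tris acetate pH 7.5, 10 mM Mg acetate, 0.01% Tween-20, 0.05% BSA; 6-point qHTS titration about 60 µM downward; luminescence read.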
BRCA1 expr act = qHTS Assay to Identify Small Molecule Activators of BRCA1 Expression; AID 624202, 2012; Potency, µM (series often up to 46.1 µM), for inactives: at the highest dose activation, most hits filed as activators; 380,000 tested, 1.1% active; MCF7-BRCA1-FFLuc reporter, luminescence, 48 h; response scale: scaled: vehicle 0%, 10 µM genistein 100%; further: nearly all actives have a fitted effect of over 80% in size; some results filed as inactive show a strong effect at the top dose
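Using MCF7 cells harboring a BRCA1 firefly luciferase reporter, plated 2 h before compound pinning, the screen measured luminescence after 48 h incubation. Responses were normalized to DMSO and 10 microM genistein, then fitted for concentration-effect.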
The depositor's hits bear a star; ? = inconclusive. The call rests on the fitted dose curve; in most records, active means well fitted curve in the direction sought with a large enough effect; inconclusive means small, poorly fitted or top-dose-only effect, or another doubt; inactive means no such curve, though single readings can be large; an effect the other way counts as inactive or inconclusive. Potency means the concentration at half of the fitted maximal effect.

A first look:
SMILES	FLuc modulator	BRCA1 expr act
CCCCNc1nc2c(-c3cccc(C)c3)nnn2c2ccccc12	2%	1%
O=C(Nc1nnc2n1CCS2)c1ccccc1C(F)(F)F	0%	7%

This part in full, repeating the preview:
SMILES	FLuc modulator	BRCA1 expr act
CCCCNc1nc2c(-c3cccc(C)c3)nnn2c2ccccc12	2%	1%
O=C(Nc1nnc2n1CCS2)c1ccccc1C(F)(F)F	0%	7%
CCCCCn1c(=N)c(S(=O)(=O)c2ccccc2)cc2c(=O)n3ccccc3nc21	3%	7%
CCc1nn(CC(=O)NCCc2ccc(OC)c(OC)c2)c(=O)c2cc3occc3n12	-11%	-9%
CS(=O)(=O)N1CCc2cc(C(=O)NCCc3ccccc3)ccc21	?	?
Cc1cc(C)c2sc(N3CCN(C(=O)C4CC4)CC3)nc2c1	12µM*	?
Cc1ccc(NC(=O)C2CCCN2S(=O)(=O)c2ccc3c(c2)CCCC(=O)N3)cc1Cl (configuration not stated)	1%	-24%
CCOC(=O)c1cc(NC(=O)c2ccccc2)c(=O)n2c1oc1ccc(Cl)cc12	2%	6%
CCC1CCCCN1C(=O)CSc1nc2c([nH]c3ccccc32)c(=O)n1-c1ccc(OC)cc1 (configuration not stated)	-2%	16%
COc1ccc2c(c1)c1c(c(=O)n(-c3cccc(Cl)c3)c(=O)n1CC(=O)NCC1CCCO1)n2C (configuration not stated)	0%	13%
COc1ccc(-c2noc(-c3ccc(NCc4ccco4)c([N+](=O)[O-])c3)n2)cc1OC	0%	-2%
CCN(CC)CCOC(=O)c1ccc(NC(=O)CCn2c(=O)oc3ccccc32)cc1	-9%	-1%
CCOc1ccc(N(CC(=O)NCc2ccc(C)cc2)S(=O)(=O)c2c(C)noc2C)cc1	3%	-1%
CCc1ccc2nc(N3CCC(C(=O)NCCC(C)C)CC3)sc2c1	1.9µM*	?
CCOC(=O)c1c(C)[nH]c(C)c1S(=O)(=O)N(C)CC(=O)Nc1ccc(OC)cc1	4%	0%
Cc1ccc(Cn2c(C(=O)O)c(CNC3CCCCCC3)c3ccc(C)cc32)cc1	-4%	3%
CCc1ccc2c(c1)c(=O)c(S(=O)(=O)c1ccc(F)cc1)cn2CC(=O)Nc1ccc(C)cc1C	-2%	8%
CCOc1ccc(S(=O)(=O)Nc2nc3ccccc3nc2Nc2ccc(OC)cc2)cc1	13µM*	-1%
Cc1cccc(Cn2cc(C(=O)Nc3cc(F)ccc3F)ccc2=O)c1	7%	-13%
COc1ccc(N2CCN(C(=O)c3ccc4nc(N5CCC(C)CC5)sc4c3)CC2)cc1	?	?
COc1ccc(NC(=O)Cn2c(=O)n(-c3ccc(OC)cc3)c(=O)c3sc4ccccc4c32)cc1	-1%	2%
COc1cc(NC(=O)Cn2c(=O)n(Cc3ccco3)c(=O)c3sc4ccccc4c32)cc(OC)c1	-3%	-7%
COc1ccccc1-c1cc2nc(C)c(CCC(=O)NCc3cccc(Cl)c3)c(C)n2n1	?	0%
CN(C)S(=O)(=O)c1ccc2c(c1)N(CC(=O)N1CCN(c3cccc(Cl)c3)CC1)CCS2	7%	5%
Cc1ccc(CN2C(=O)C3(c4ccccc42)N(c2ccc(C)c(Cl)c2)C(=O)CS3(=O)=O)cc1 (configuration not stated)	-2%	-50%
COc1ccc(C)cc1NC(=O)Cn1c(=O)c(C(F)(F)F)nc2ccccc21	0%	11%
Cc1ccc(N(CC(=O)N2CCN(c3cccc(C)c3C)CC2)S(=O)(=O)c2c(C)nn(C)c2C)cc1	-8%	-19%
Cc1ccc(-n2c(=O)c3c4c(sc3n(CC(=O)Nc3cccc(Cl)c3)c2=O)CCCCC4)cc1C	-5%	8%
COc1ccc(CCn2c3c(c(=O)[nH]c2=O)C(NC(=O)c2ccc(Cl)cc2)(C(F)(F)F)C(=O)N3)cc1OC (configuration not stated)	?	9%
CCOc1ccc(NC(=O)c2cc(S(=O)(=O)N3CCC(C)CC3)cn2C)cc1	2%	9%
Cc1ccccc1-c1nn2c(=O)cc(CN3CCN(C(=O)c4ccc(C(C)(C)C)cc4)CC3)nc2s1	-8%	0%
CCS(=O)(=O)N1CCc2cc(C(=O)NCCc3ccc(OC)cc3)ccc21	-12%	8%
CCn1cc(C(=O)NCCc2ccc(Cl)cc2)c(=O)c2cc(S(=O)(=O)N(C)C3CCCCC3)ccc21	-2%	5%
Cc1cc(-c2nc3ncccc3o2)ccc1NC(=O)c1ccc(Br)cc1	2%	-3%
Cc1nc(-c2ccc(C)c(N3CCN(C(=O)Nc4ccc(Br)cc4)CC3)c2)no1	-7%	-42%
COc1cc(NC(=O)CN(C)S(=O)(=O)c2ccc3c(c2)CCCC(=O)N3)cc(OC)c1OC	-12%	-2%
CCn1ccc2c(OCC(=O)NCc3ccc(F)cc3)cccc2c1=O	-2%	-5%
Cc1cccc(NC(=O)Cn2c(=O)ccc3cc(S(=O)(=O)N4CCCC4)ccc32)c1C	-1%	1%
COc1cccc(NS(=O)(=O)c2ccc3[nH]cc(C(=O)NC4CCCCC4)c(=O)c3c2)c1	?	-75%
COC(=O)c1ccc(NC(=O)CC2C(=O)N(c3cccc(F)c3)C(=O)N2CC(C)C)cc1 (configuration not stated)	0%	-5%
Cc1ccc(OCCSc2nc3ccc(NC(=O)c4cccs4)cc3s2)cc1	-6%	7%
COc1cccc(CSc2nc3ccncc3n2CC(=O)Nc2ccc(OC)c(OC)c2OC)c1	15µM*	-38%
O=C(c1ccc2c(c1)N(Cc1ccc(Cl)cc1)C(=O)c1ccccc1S2(=O)=O)N1CCCCC1	7%	8%
CCOC(=O)c1cccc(NC(=O)c2cc3cc4cc(OC)ccc4nc3s2)c1	-7%	25%
O=C(Cn1c(=O)oc2cc(S(=O)(=O)N3CCCCC3)ccc21)Nc1cccc(Cl)c1	-12%	0%
O=C(NC1CCCCC1)c1ccc2c(c1)N(Cc1ccc(Cl)cc1)C(=O)c1ccccc1S2=O (configuration not stated)	3%	-29%
O=C(Nc1ccc(OC(F)(F)F)cc1)C1CCN(S(=O)(=O)c2ccc3[nH]c(=O)ccc3c2)CC1	1%	0%
CC1(c2ccc(Cl)cc2)CC(C)(C)N(C(=O)c2ccccc2)c2ccccc21 (configuration not stated)	-8%	-21%
CC(=O)N1CCc2c(sc(NC(=O)CSc3ccccc3)c2-c2nc3ccccc3s2)C1	-4%	-68%
CC(=O)N1CCc2c(sc3c2c(=O)n(-c2cc(Cl)ccc2C)c(=O)n3C)C1	-6%	0%
COCCNc1nc2c(c(=O)n(C)c(=O)n2C)n1Cc1c(F)cccc1Cl	0%	21%
O=C(c1ccc2c(Cl)c3c(nc2c1)CCCC3)N1CCN(c2ccccc2)CC1	-14%	4%
CCOc1ccccc1Nc1nc2ccccc2nc1NS(=O)(=O)c1ccc(Cl)cc1	-9%	-3%
O=C1CCCc2cc(S(=O)(=O)NCC3CCC(C(=O)NCc4ccc(F)cc4)CC3)ccc2N1 (configuration not stated)	-8%	-6%
Cc1cc(C)cc(NC(=O)c2ccc3c(c2)nnn3C2CCCC2)c1	-8%	-1%
COc1ccc(C)c2sc(N3CCN(C(=O)c4ccco4)CC3)nc12	-12%	0%
CCOC(=O)c1ccc(NC(=O)COC(=O)c2cn(CC)c3nc(C)ccc3c2=O)cc1	-7%	12%
O=C(Nc1nc2c(F)cc(F)cc2s1)c1ccc(S(=O)(=O)N2CCc3ccccc32)cc1	-16%	-39%
CCN(CC)c1ccc(C(=O)N2CCC(c3c[nH]c4ccccc34)(c3c[nH]c4ccccc34)CC2)cc1	3%	-11%
Cc1ccc(N2CCN(C(=O)CCc3c(C)nc4c(c3C)c(=O)n(C)c(=O)n4C)CC2)c(C)c1	0%	-6%

14 successive compounds from above, for reference:
SMILES	FLuc modulator	BRCA1 expr act
Cc1ccc(OCCSc2nc3ccc(NC(=O)c4cccs4)cc3s2)cc1	-6%	7%
COc1cccc(CSc2nc3ccncc3n2CC(=O)Nc2ccc(OC)c(OC)c2OC)c1	15µM*	-38%
O=C(c1ccc2c(c1)N(Cc1ccc(Cl)cc1)C(=O)c1ccccc1S2(=O)=O)N1CCCCC1	7%	8%
CCOC(=O)c1cccc(NC(=O)c2cc3cc4cc(OC)ccc4nc3s2)c1	-7%	25%
O=C(Cn1c(=O)oc2cc(S(=O)(=O)N3CCCCC3)ccc21)Nc1cccc(Cl)c1	-12%	0%
O=C(NC1CCCCC1)c1ccc2c(c1)N(Cc1ccc(Cl)cc1)C(=O)c1ccccc1S2=O (configuration not stated)	3%	-29%
O=C(Nc1ccc(OC(F)(F)F)cc1)C1CCN(S(=O)(=O)c2ccc3[nH]c(=O)ccc3c2)CC1	1%	0%
CC1(c2ccc(Cl)cc2)CC(C)(C)N(C(=O)c2ccccc2)c2ccccc21 (configuration not stated)	-8%	-21%
CC(=O)N1CCc2c(sc(NC(=O)CSc3ccccc3)c2-c2nc3ccccc3s2)C1	-4%	-68%
CC(=O)N1CCc2c(sc3c2c(=O)n(-c2cc(Cl)ccc2C)c(=O)n3C)C1	-6%	0%
COCCNc1nc2c(c(=O)n(C)c(=O)n2C)n1Cc1c(F)cccc1Cl	0%	21%
O=C(c1ccc2c(Cl)c3c(nc2c1)CCCC3)N1CCN(c2ccccc2)CC1	-14%	4%
CCOc1ccccc1Nc1nc2ccccc2nc1NS(=O)(=O)c1ccc(Cl)cc1	-9%	-3%
O=C1CCCc2cc(S(=O)(=O)NCC3CCC(C(=O)NCc4ccc(F)cc4)CC3)ccc2N1 (configuration not stated)	-8%	-6%

Carrying on:
SMILES	FLuc modulator	BRCA1 expr act
O=C(NCc1ccccc1)C1CCN(S(=O)(=O)c2ccc3[nH]c(=O)ccc3c2)CC1	3%	-1%
CCN(CC)c1ccc(-c2nc(-c3ccccn3)no2)cc1[N+](=O)[O-]	?	56%
Cc1ccc(/C=C/c2onc(C)c2S(=O)(=O)N2CCC(C(=O)Nc3cccc(C#N)c3)CC2)cc1	-5%	-5%
O=C(Nc1ccccc1Cl)[C@H](CSCc1ccccc1)N1Cc2ccccc2C1=O	2%	-32%
Cc1ccc(OCCSc2nc3ccccc3n2CC(=O)N2CCOCC2)cc1C	-1%	8%
Cc1ccc(NC(=O)Cn2c(=O)c3cc(Cl)ccc3n3nncc23)cc1	-2%	-5%
O=C(Cn1c(=O)n(-c2ccc(F)c(Cl)c2)c(=O)c2sc3ccccc3c21)NC1CCCC1	0%	9%
Cc1ccc(C)c(NC(=O)c2ccc(=O)n(Cc3ccc(F)cc3)c2)c1	-4%	-8%
Cn1nc(-c2ccccc2F)c2cc(C(=O)NCc3ccccc3Cl)sc21	-7%	-15%
CC(=O)N1CCc2c(sc3c2c(=O)n(CCc2ccccc2)c(=O)n3Cc2cccc(C)c2)C1	6%	4%
COc1ccc(NC(=O)C2CCN(S(=O)(=O)c3ccc4[nH]c(=O)ccc4c3)CC2)c(OC)c1	-1%	2%
Cc1cccc(OCCSc2nc3ccc(NC(=O)c4cccs4)cc3s2)c1	1%	-17%
Cc1ccc(S(=O)(=O)c2cnc(SCC(=O)Nc3ccc4c(c3)OCCO4)[nH]c2=O)cc1	11µM*	1%
COc1cccc(NS(=O)(=O)c2cc(-c3cnc(C4CC4)o3)ccc2C)c1	-16%	-14%
CCOc1ccc(NC(=O)Cn2c(=O)n(-c3ccccc3)c(=O)c3c4c(sc32)CCCC4)cc1	-2%	-19%
CCOC(=O)c1c(C)c(-c2ccccc2)n(CC(=O)NC2CCCCC2)c1C	-2%	5%
O=C1CSC2(C(=O)N(Cc3ccccc3F)c3ccccc32)N1c1cccc(C(F)(F)F)c1 (configuration not stated)	-1%	-47%
Cc1c(Cl)ccc2sc(N3CCN(C(=O)C4CC4)CC3)nc12	-17%	0%
CCc1ccc(O)c(C(=O)c2cnc3cc(-c4ccc(C)cc4)nn3c2)c1	-12%	-1%
Cc1noc(C)c1S(=O)(=O)N1CCC(C(=O)N2CCN(c3ccccc3)CC2)CC1	-3%	2%
O=C(NCC12CC3CC(CC(C3)C1)C2)c1cc2nc(-c3ccc(Cl)cc3)cc(C(F)(F)F)n2n1	-1%	-34%
Oc1ccc(Cl)cc1Nc1nc2ccccc2n2cnnc12	-1%	-16%
Cc1ccc(NC(=O)CSc2nc(-c3ccco3)cc(C(F)(F)F)n2)cc1	3%	-49%
CCc1ccccc1NS(=O)(=O)c1ccc2c(c1)CCN2C(=O)C1CC1	-14%	12%
COc1ccc(C2NC(=O)N(C)C3=C2C(=O)N(c2ccccc2)C3)cc1 (configuration not stated)	-8%	11%
COc1ccc2c(c1)c1c(c(=O)n(Cc3ccccc3)c(=O)n1CC(=O)NCc1ccc(C)cc1)n2C	2%	-33%
COCCCNC(=O)CSc1nc2nc(C)c(Cc3ccccc3Cl)c(C)n2n1	-8%	-3%
Fc1cccc(NCc2cccn2-c2nnc(N3CCOCC3)s2)c1	-3%	18%
COc1ccc(C(=O)c2oc3ccccc3c2NC(=O)COc2cccc(C)c2C)cc1	2%	24%

This is a subset. The share of hits here may be higher or lower than overall.
